# C2C12 statin – protects C2C12 myotubes from simvastatin toxicity. ATP luminescence, 48 h; scaled: DMSO 0, geranylgeraniol control 100. rescue of ATP level, % at 7.49 µM. 330,000 tested, 0.78% active;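 active means mean ATP rescue above about 67%, or every replicate alone reaching that limit, limit read from the data, passing the limit was not always enough; inconclusive means no clear call, values can overlap the other calls; inactive means mean under the limit and some replicate under it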;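 further: myotubes were challenged with 10 µM simvastatin during compound exposure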
# INS-1E GSIS act – primary screen for activators of insulin secretion dependent on glucose, INS-1E cells, GLuc reporter luminescence; INS-1E GLuc reporter insulin secretion, 2-3 h; activation, % at 16.6 µM; 370,000 tested, 0.61% active;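 active means lowest replicate activation of at least 40%, so every replicate reaches that level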;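 further: 0% = median of neutral control wells and 100% = median of IBMX positive control wells; some compounds called inactive have numbers as strong as hits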
# FN deposition inh – fibronectin deposition inhibition; AH1F fibroblasts, Alexa488-fibronectin deposition fluorescence, overnight; inhibition, % at 12.6 µM; 350,000 tested, 0.086% active; AID 743247;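 active means mean inhibition across replicates of 30% or more, regardless of how many single replicates reach that level; inconclusive means mean under 30% yet at least half of replicates reach 30%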;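 further: positive control wells lacked labelled fibronectin entirely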
#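 material = AH1F fibroblast monolayer depositing Alexa488-labelled fibronectin into matrix | amount = 10000 AH1F cells/well | buffer or medium = DMEM plus 2% serum, read in PBS | incubation = 1 h cell adhesion before compound, then overnight fibronectin incubation | detection = fluorescence at 485 nm excitation, 525 nm emission | evaluation = percent inhibition as loss of matrix-bound fibronectin fluorescence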
# PGC1a acetyl inh – lowers PGC1a acetylation signal in U2OS cells. AlphaScreen anti-acetyl-lysine; with virally co-expressed GCN5 acetyltransferase. 350,000 tested, 0.17% active. inhibition, % at 15.6 µM;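 active means every replicate shows inhibition of at least 40%; inconclusive means mean inhibition at least 40% but some replicate below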;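 further: 0% = neutral control wells and 100% = positive control wells; some results beyond the cut were filed as inactive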
# F508del corr – correctors of CFTR F508del function in bronchial epithelial cells; CFBE cells, YFP halide quenching; stimulated with forskolin plus potentiator P3; % fluorescence drop versus neutral controls; activity (quench increase), % at 7.58 µM; 350,000 tested, 0.36% active; AID 720511;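 active means mean added fluorescence quench of at least 8% versus neutral control, with both replicates also reaching 8%; inconclusive means only one of the mean or replicate conditions met; inactive means mean below 8% and not both replicates reaching 8%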;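 further: cells transiently co-express mutant CFTR-F508del with the halide-sensitive YFP; corrector assay measuring rescue of mutant channel to the surface after 24 h compound exposure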
# PglD inh – PglD (C. jejuni) enzyme inhibition. purified PglD enzyme, DTNB colorimetric CoA detection. inhibition, % at 12.5 µM. 360,000 tested, 0.098% active; in the data active means inhibition above about 16%, passing the limit was not always enough; inconclusive means no clear call, values can overlap the other calls; further: strong numbers were not always called active
# miR-122 sensor – inhibitors of miR-122 in Huh7 cells; Huh7 miR-122 Renilla luciferase sensor, 48 h; neutral wells = 0, positive control = 100; activation (reporter increase), % at 12.5 µM; 340,000 tested, 0.3% active; AID 602342;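 active means mean replicate activation score at least 90 and every replicate individually at or above 90; inconclusive means only one of the two criteria met; inactive means neither criterion met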;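 further: higher luciferase means less miR-122 activity so hits act as miR-122 inhibitors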
# Cneo AK release – causes C. neoformans cell lysis; adenylate kinase release luminescence, 4 h; normalised: neutral wells 0, clomiphene wells 100; lysis activity, % at 15 µM; 360,000 tested, 0.2% active; AID 651654;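 active means mean lysis activity across replicates of at least 80%, whatever share of replicates individually reach that level; inactive means mean lysis activity below 80%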
#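 Material – log-phase Cryptococcus neoformans yeast cells · Input – 5 × 10^6 yeast cells/mL · Medium – fresh YPD growth medium · Doses – single compound concentration per well · Timing – static 4 h at 37 °C with compound, 1 h detection · Detection – adenylate kinase release luminescence · Read-out – signal increase indicating cell lysis · Control set – Clomiphene as positive lysis control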
# * hit, by the source's call; ? = inconclusive; . = not tested or not shown; & = joins results of further samples; [ ] = another dose, or the depositor's remark.
No.	SMILES	C2C12 statin	INS-1E GSIS act	FN deposition inh	PGC1a acetyl inh	F508del corr	PglD inh	miR-122 sensor	Cneo AK release
1	Cc1nn(Cc2ccccc2)c(C)c1N	.	-14.4	.	0.9	.	6.3	-4.3	0.0
2	Cc1ccc(S(=O)(=O)NCCCCCC(=O)Nc2ccccc2)cc1	-11.8	-13.8	-1.3	-9.4	.	7.6	3.0	-1.0
3	COc1ccc2[nH]c(=O)c(CN(Cc3ccccc3OC)Cc3nnnn3CC3CCCO3)cc2c1 (stereo unspecified)	3.6	.	.	1.4	.	0.4	9.9	3.8
4	COc1ccc(OCC(=O)Nc2ccc3c(c2)nc(CCN2CCN(c4ccccn4)CC2)n3C)cc1	-36.5	7.1	-5.0	.	1.2	-0.4	-5.1	0.5
5	CCOc1ccc(OCC)c(NC(=O)CSc2nc3cccnc3n2C)c1	.	-10.3	5.2	-6.0	.	-1.9	-9.1	-2.3
6	Cc1ccc(NC(=O)c2sc(Cl)nc2-c2ccccc2)cc1C	6.7	9.1	.	-28.7	.	-3.2	-0.6	-1.7
7	Cc1noc(C)c1CN(C(=S)NC1CC1)c1ccccc1	5.3	.	-5.7	.	.	-4.8	-3.0	0.4
8	COc1ccc(-c2nc(CN3CCN(Cc4ccccc4)CC3)c(C)o2)cc1	5.2	-4.5	5.4	.	2.7	3.6	.	3.4
9	O=C(COc1ccc(Br)cc1)Nc1ccccc1C(=O)NC1CC1	-12.4	18.0	4.0	.	-1.3	.	-1.5	.
10	Cc1cc(NC(=O)CSc2nc(C3CC3)nc3sc(C)c(C)c23)no1	32.5	33.1	-3.2	-5.5	.	-2.6	12.9	0.0
11	CCCOc1ccc(C(=O)NC(C)C(=O)O)cc1 (stereo unspecified)	-11.0	1.1	5.8	20.9	.	.	-8.1	.
12	Cc1ccc(C)c(-n2c(SCC(=O)Nc3nnc(C)s3)nnc2-c2ccoc2C)c1	9.0	.	2.5	-15.4	.	-4.3	-3.0	0.6

# Part of the list above in order of length of the SMILES, rising:
No.	SMILES	C2C12 statin	INS-1E GSIS act	FN deposition inh	PGC1a acetyl inh	F508del corr	PglD inh	miR-122 sensor	Cneo AK release
11	CCCOc1ccc(C(=O)NC(C)C(=O)O)cc1 (stereo unspecified)	-11.0	1.1	5.8	20.9	.	.	-8.1	.
2	Cc1ccc(S(=O)(=O)NCCCCCC(=O)Nc2ccccc2)cc1	-11.8	-13.8	-1.3	-9.4	.	7.6	3.0	-1.0
12	Cc1ccc(C)c(-n2c(SCC(=O)Nc3nnc(C)s3)nnc2-c2ccoc2C)c1	9.0	.	2.5	-15.4	.	-4.3	-3.0	0.6

# (listing goes on)
No.	SMILES	C2C12 statin	INS-1E GSIS act	FN deposition inh	PGC1a acetyl inh	F508del corr	PglD inh	miR-122 sensor	Cneo AK release
13	COc1ccccc1-c1cc(NC=O)c2ncc(-c3ccc(F)cc3)n2c1	1.1	-14.2	11.4	.	2.4	-3.4	.	11.5
14	CC(=O)Oc1ccc2c(C)c(CC(=O)N3CCN(C(=O)C4COc5ccccc5O4)CC3)c(=O)oc2c1C (stereo unspecified)	21.9	-2.5	-3.3	-2.0	-0.1	0.0	1.5	3.0
15	O=C(Nc1ccc(OC(F)F)cc1)c1ccccn1	1.3	4.5	-4.1	5.2	1.9	.	1.2	.
16	Cc1ccc2nc(-c3ccc(O)c(O)c3)cn2c1	1.9	17.4	12.7	8.4	2.3	-31.9	-4.5	-12.3
17	COc1ccc(NC(=O)Nc2ccc3[nH]ccc3c2)cc1	.	-1.7	4.4	3.3	1.9	0.9	-5.5	0.6
18	CCCc1cc(=O)[nH]c(SCC(=O)NC(=O)c2ccccc2)n1	53.6	-3.1	.	2.4	-0.7	.	0.3	.
19	C[C@@H]1CN([C@@H](C)CO)C(=O)c2cc(NS(=O)(=O)c3ccc(Cl)cc3)ccc2O[C@H]1CN(C)Cc1ccc2c(c1)OCO2	16.6	-11.3	-2.5	4.8	-0.8	-1.4	-4.6[16.7 µM]	2.0
20	CC1(C(=O)NS(=O)(=O)c2cccs2)CCN1C(=O)CC1CC1 (stereo unspecified)	-7.6	2.1	4.3	-9.0	0.0	-1.0	-4.5	3.3
21	COc1ccc2c(CC(=O)OCC(=O)NC(=O)c3cccn3C)coc2c1	-11.5	.	.	10.4	.	-9.0	3.1	1.7
22	COc1ccc(S(=O)(=O)Cc2ccc(C(=O)N3CCN(Cc4ccccc4)CC3)o2)cc1	2.4	-2.6	5.0	30.4	-1.4	0.3	7.2	-2.8
23	COc1ccc(-c2cc3ccc(OCC(=O)NCC4CCC(C(=O)O)CC4)cc3oc2=O)cc1 (stereo unspecified)	-12.9	5.6	.	11.8	-6.5	-0.9	-4.2	-9.5
24	CO[C@H]1CN(C)C(=O)c2cc(NC(=O)c3cnccn3)ccc2OC[C@@H](C)N(C(C)=O)C[C@H]1C	-9.2	14.4	8.5	3.4	0.3	2.6	.	0.2
25	CNC[C@H]1Oc2cc(C#Cc3ccccc3OC)ccc2S(=O)(=O)N([C@@H](C)CO)C[C@@H]1C	-37.2	2.2	7.9	-21.3	-2.8	1.2	-8.1[16.7 µM]	0.5
26	CC1(C)CC(=O)C2=C(C1)Nc1ccccc1NC2c1nc2ccccc2[nH]1 (stereo unspecified)	11.0	3.9	3.6	0.9	5.0	.	1.6	-2.3
27	CC1CCN(S(=O)(=O)c2ccc3c(c2)N(CC(=O)NCCCN2CCCC(C)C2)C(=O)CS3)CC1 (stereo unspecified)	2.7	-6.1	0.3	0.1	-1.9	3.5	-1.2	0.9
28	O=Cc1ccc(C(=O)OCC(=O)Nc2ccc(F)cc2F)cc1	2.2	1.4	-3.9	3.1	-3.3	-1.6	-7.7	0.5
29	CCCN1CCN(C(=O)Cn2c(=O)oc3cc(S(=O)(=O)NCc4ccccc4)ccc32)CC1	.	23.0	-0.5	2.6	-3.2	0.4	-3.5	0.0
30	CC(C)CC(c1nc2ccccc2[nH]1)n1c(-c2ccccc2Br)nc2ccccc21 (stereo unspecified)	-1.9	.	13.7	3.9	-0.4	-3.8	-0.4	-13.4
31	CC(C)NC(=O)N(C)C[C@@H]1Oc2ccc(NS(=O)(=O)c3cn(C)cn3)cc2CC(=O)N([C@@H](C)CO)C[C@H]1C	-38.1	0.3	.	-3.5	0.1	0.8	-2.3[16.7 µM]	-2.4
32	Cc1ccccc1C(=O)NCCCNC(=O)c1ccccn1	7.5	13.2	-2.7	.	0.1	-2.8	.	0.2
33	O=C(CSc1nnc(SCc2ccc(Cl)cc2)s1)c1ccc2c(c1)OCO2	.	6.5	0.4	.	.	-4.8	-20.1	6.9
34	CN(Cc1nc2ccccc2c(=O)[nH]1)C(=O)c1ccc(S(=O)(=O)N2CCCC2)cc1	-5.4	.	6.2	7.8	1.0	-1.6	-0.5	1.4
35	O=C(NC1C(=O)NNC1c1ccccc1)c1ccc(F)cc1 (stereo unspecified)	-0.8	.	8.6	-3.6	.	-7.4	-1.1	0.6
36	OC(c1ccc(Cl)c(Cl)c1)c1ncc(-c2ccccc2C(F)(F)F)[nH]1 (stereo unspecified)	-6.5	-27.5	7.4	.	-0.8	0.2	65.6	0.4
37	COc1ccc(O)c(/C=N/NC(=O)CSc2nnc(C)n2-c2ccccc2)c1	29.4	-2.5	.	8.2	.	-1.0	-0.2	1.0
38	c1ccc(-c2ccc(-c3[nH]ncc3CN3CCC(N4CCSCC4)CC3)cc2)cc1	-3.4	9.1	1.7	4.4	0.1	-25.4	.	0.7
39	CCCC#Cc1ccc2c(c1)O[C@H](CN(C)C(=O)Nc1ccccc1F)[C@@H](C)CN([C@@H](C)CO)S2(=O)=O	-8.2	-21.8	-0.8	-9.4	1.2	1.2	58.0[16.7 µM]	1.3
40	Cc1ccccc1CN(C)C[C@@H]1OCc2cnnn2CCCC(=O)N([C@H](C)CO)C[C@H]1C	-7.3&10.8&1.2	3.9&2.6	-4.0&-0.1	8.6&8.0	0.3&1.0&1.4	4.6&-1.2	2.3	-1.8&1.7
41	C(=N\N(c1ccccc1)c1ccccc1)/c1ccccn1	8.6	33.0	-4.8	6.9	-1.4	-2.8	-3.3	7.5
42	COc1ccc2ccccc2c1/C=N/NC(=O)c1ccccc1F	-8.2	12.3	1.4	11.6	2.5	-5.3	-3.0	3.2
43	O=C(C[C@H]1CC[C@@H]2[C@H](COC[C@H](O)CN2C(=O)Nc2ccccc2)O1)NCCCN1CCOCC1	6.8	16.1	3.7	1.3	0.9	2.6	0.6[16.7 µM]	2.3
44	CCOc1cc(C2CC(=O)c3c(ccc4ccccc34)N2)ccc1O (stereo unspecified)	?	.	.	-4.4	.	0.5	0.3	-4.0
45	CCCN1C(=O)C(O)(c2c(C)[nH]c3ccccc23)c2ccccc21 (stereo unspecified)	12.6	-10.9	-4.6	-11.9	1.2	12.6	-0.1	-6.7
46	O=C(CN1c2cccc3cccc(c23)S1(=O)=O)NCc1ccc(Cl)cc1	-1.6	-12.6	-4.0	-6.6	-1.6	5.4	-0.8	1.2
47	O=C(C[C@@H]1CC[C@H]2[C@@H](COC[C@H](O)CN2Cc2ccccc2)O1)NCCCN1CCOCC1	9.2	1.5	-9.8	0.0	2.5	0.5	-3.2[16.7 µM]	-1.9
48	O=C(CSc1ccc2nnc(CCNC(=O)c3ccccc3)n2n1)Nc1ccccc1	6.0	4.7	6.6	-8.9	0.4	-7.4	0.2	-3.5
49	CNc1nc(C)cc(C)c1S(=O)(=O)c1ccc(C)cc1	58.2	.	.	-7.7	.	0.6	1.3	1.4
50	C[C@H](O)C#Cc1ccc2c(c1)O[C@@H](CN(C)Cc1ccccn1)[C@H](C)CN([C@@H](C)CO)S2(=O)=O	-19.2	15.0	.	7.3	3.9	0.2	-1.0[16.7 µM]	-3.4
51	NC(=O)c1nsc(C(=O)N(Cc2ccccc2F)C(C(=O)NCC2CCCO2)c2ccc(F)cc2)c1N (stereo unspecified)	1.0	-23.2	2.1	.	1.8	3.2	6.5	-1.3
52	CC(Sc1nncn1C)C(=O)NCCC1=CCCCC1 (stereo unspecified)	.	.	4.4	8.4	4.8	.	-5.8	.
53	O=C(Nc1ccccc1Cl)N1C[C@@H]2[C@H](c3ccccc31)[C@@H](CO)N2Cc1ccccc1	?	7.2	.	-2.6	-3.0	1.1	4.5[16.7 µM]	-2.4
54	CCOC(=O)C1=CN(Cc2ccco2)S(=O)(=O)NC1c1ccc(Br)cc1F (stereo unspecified)	5.3	-24.5	.	-9.8	1.8	1.5	-5.5	2.8
55	CCCN1[C@H](C(=O)N[C@H](C)c2ccccc2)[C@@H](CO)[C@@H]2Cn3c(ccc(-c4cccc(F)c4)c3=O)[C@@H]21	25.4	-22.6	.	.	.	0.3	.	-3.6
56	O=C1CCC(C(=O)N2CCc3c(Cl)cccc3C2)CN1CCCN1CCOCC1 (stereo unspecified)	.	-4.0	.	.	0.0	-2.2	0.9	-0.1
57	CCOC(=O)C1CCCN(C(=O)c2cc(C)n(C(C)(C)C)n2)CC1 (stereo unspecified)	4.0	1.7	6.4	0.0	-0.2	-1.8	-4.0	-1.2
58	COc1ccc(/C=N/N2CCN(C3c4ccccc4-c4ccccc43)CC2)cc1O	11.1	-3.9	-2.6	-0.2	.	-7.1	3.0	0.8
59	CCCCCN1CC(O)=C(c2nc3ccccc3[nH]2)C1=N	.	-10.1	-9.6	-7.1	2.4	.	.	.
